Bioassay records from PubChem.
PLK1 PBD inh: qHTS for Inhibitors of PLK1-PDB (polo-like kinase 1 - polo-box domain): Primary Screen; Serine/threonine-protein kinase PLK1 (Homo sapiens), P53350; Plk1 PBD binding of FITC phosphopeptide, fluorescence polarization; Potency, µM, without a hit: max response, negative = inhibition, hits mostly inhibitors; 360,000 compounds, 2.8% hits; AID 720504, 2013; note: potency is the fitted concentration of half-maximal effect; series mostly up to about 57 µM; % is set by controls: 0 for no effect and ±100 for the full control effect; nearly all actives have a fitted effect of over 65% in size
PI5P4K alpha inh: qHTS for Inhibitors of phosphatidylinositol 5-phosphate 4-kinase (PI5P4K). Phosphatidylinositol 5-phosphate 4-kinase type-2 alpha (Homo sapiens), P48426. PI5P4Kalpha enzyme, ADP-Glo luminescence, 60 min; active compounds read low. AID 652105, 2013. max response, %. 330,000 compounds, 1.2% hits; active = max response of -50% or lower; inconclusive = between -30% and -50%; inactive = -30% or higher; note: value at the top dose of about 77 µM; % is set by controls: 0 for no effect and ±100 for the full control effect
Target sequence (P48426 whole entry, looked up): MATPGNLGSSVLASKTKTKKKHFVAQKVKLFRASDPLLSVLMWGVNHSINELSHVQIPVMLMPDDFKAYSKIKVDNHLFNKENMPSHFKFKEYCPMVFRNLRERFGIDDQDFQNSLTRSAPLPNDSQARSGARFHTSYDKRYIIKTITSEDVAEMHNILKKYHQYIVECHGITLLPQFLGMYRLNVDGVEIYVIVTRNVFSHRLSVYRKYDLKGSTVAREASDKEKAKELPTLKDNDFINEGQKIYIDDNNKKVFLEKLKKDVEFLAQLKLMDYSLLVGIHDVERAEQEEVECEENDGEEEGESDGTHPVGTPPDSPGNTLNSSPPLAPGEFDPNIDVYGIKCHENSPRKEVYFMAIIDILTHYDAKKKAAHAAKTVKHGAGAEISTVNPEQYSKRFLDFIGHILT
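Compounds were pin-transferred onto PI5P4Kalpha and substrate in HEPES pH 7.4 buffer with EGTA, CHAPS and 5% DMSO. ATP (5 microM final) started the reaction, which ran 60 minutes at room temperature before ADP-Glo detection.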
WRN helicase inh: qHTS for Inhibitors of WRN Helicase | Bifunctional 3'-5' exonuclease/ATP-dependent helicase WRN (Homo sapiens), Q14191 | WRN helicase unwinding, fluorescent forked duplex, kinetic | Potency, µM (highest dose often 114 µM), for inactives: at the highest dose activity change, negative = inhibition, actives largely listed as inhibitors | 360,000 compounds, 0.46% hits; note: potency is the fitted concentration of half-maximal effect; % is set by controls: 0 for no effect and ±100 for the full control effect; nearly all actives have a fitted effect of over 55% in size
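WRN at 20 nM final preincubated with compound 15 min at room temperature; reaction started with 100 nM fluorophore/quencher forked duplex oligonucleotide and 2 mM ATP final. Unwinding followed kinetically by red fluorescence (ex 525, em 598 nm).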
IL2 activator: qHTS of IL-2 Activators. IL-2 activation reporter assay, cell-based qHTS; stimulated with anti-CD3/CD4/CD28 beads; in transgenic mouse T cells. activation, % (series mostly up to about 46 µM). 360,000 compounds, 0.065% hits; in the data active = activation above about 50%; inconclusive = mostly about 30% to 49%; note: 0% is about no effect
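Unstimulated transgenic mouse T cells preincubated 60 min with compound, then stimulated with anti-CD3/anti-CD4-coated beads plus anti-CD28 for 18 h at 37 degrees C. IL-2 response read as EGFP and DsRed fluorescence by plate cytometry.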
D3 ag: qHTS of D3 Dopamine Receptor Agonist: qHTS. D3R DiscoveRx beta-arrestin cells, luminescence, 90 min. max activation, %. 410,000 compounds, 0.58% hits. AID 652048, 2013; in the data active = max activation above about 30%; note: 0% is about no effect; mostly tested at two doses, the higher about 12 µM
Target sequence (P35462 whole entry, looked up): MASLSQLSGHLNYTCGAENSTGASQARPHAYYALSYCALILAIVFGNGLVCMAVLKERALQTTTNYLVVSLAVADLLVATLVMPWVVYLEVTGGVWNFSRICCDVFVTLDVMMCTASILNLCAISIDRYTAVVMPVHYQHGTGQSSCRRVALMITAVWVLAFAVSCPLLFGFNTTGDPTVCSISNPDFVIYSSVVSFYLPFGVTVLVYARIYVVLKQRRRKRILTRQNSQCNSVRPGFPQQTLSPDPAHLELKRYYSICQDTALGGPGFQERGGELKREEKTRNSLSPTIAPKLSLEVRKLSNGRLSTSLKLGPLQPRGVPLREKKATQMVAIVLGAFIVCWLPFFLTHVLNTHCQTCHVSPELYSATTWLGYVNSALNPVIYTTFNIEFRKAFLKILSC
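Cells at 1500/well, incubated overnight, then treated with pinned compounds (dopamine as control) for 90 min at 37 degrees C. DiscoveRx reagent added for 30 - 60 minutes at room temperature; luminescence read.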
D3 antag: qHTS of D3 Dopamine Receptor Antagonist: qHTS; D3R cells, DiscoveRx beta-arrestin luminescence, antagonist mode; active compounds read low; max response, negative = inhibition, %; 360,000 compounds, 2.5% hits; in the data active = max response below about -50%; inconclusive = no clear call, values can overlap the other calls; note: % is set by controls: 0 for no effect and ±100 for the full control effect; mostly tested at two doses, the higher about 12 µM
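Cells plated overnight at 1500 cells/well, then exposed to library compounds with dopamine controls for 90 minutes at 37 degrees C. DiscoveRx reagent added for 30–60 minutes at room temperature; luminescence read, quantitative HTS format.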
HEK293 tox: qHTS of GLP-1 Receptor Inverse Agonists: Cytotox Screen; HEK293 cAMP-luciferase reporter cells, luminescence, 24 h; Potency, µM (top dose mostly 38.3 µM), inactives show at the top dose activity change, negative = inhibition, usual class: inhibitors; 410,000 compounds, 0.13% hits; AID 624418, 2012;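 note: loss of luciferase light is scored as toxicity; potency is the fitted concentration of half-maximal effect; % is set by controls: 0 for no effect and ±100 for the full control effect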
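Cells in DMEM/10% Nu serum/1% pen-strep, 1536-well format. Pre-incubated 12 h, dosed with 23 nL compound, incubated a further 24 h. Luciferase detection, 12 min at room temp, luminescence.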
GLP1R inv ag: qHTS of GLP-1 Receptor Inverse Agonists (Inhibition Mode). AID 624417, 2012. HEK293 GLP-1R CRE-luciferase, luminescence, 24 h; GLP-1R form is constitutively active. 410,000 compounds, 1.6% hits. Potency, µM (titrated, usually from 38.3 µM), for inactives: top-dose activity change, negative = inhibition, usual class: inhibitors. Glucagon-like peptide 1 receptor (Homo sapiens), P43220; note: potency is the fitted concentration of half-maximal effect; % is set by controls: 0 for no effect and ±100 for the full control effect; nearly all actives have a fitted effect of over 55% in size
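HEK293 cells stably co-expressing constitutively active GLP-1R and a cAMP-responsive luciferase reporter were seeded in DMEM with 10% Nu serum, given compounds after 12 h, and incubated 24 h at 37 deg C. Luminescence was then read.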
GLP-1R agonist: qHTS of GLP-1 Receptor Agonists; 380,000 compounds, 0.007% hits; Potency, µM (top dose mostly 45.6 µM), inactives show top-dose activation, actives largely listed as activators; HEK293 GLP-1R CRE-luciferase, luminescence, 4-6 h; cells express a hypersensitive GLP-1R form; Glucagon-like peptide 1 receptor (Homo sapiens), P43220; AID 624172, 2012; note: potency is the fitted concentration of half-maximal effect; % of control where 0% means no effect
Active calls of the source: *; ? = inconclusive; nt = not tested or not shown; [ ] = dose if it differs, or a comment. Unless noted, calls come from the whole dose curve; as a rule, active = well fitted curve in the direction sought with a large enough effect; inconclusive = small, poorly fitted or top-dose-only effect, or another doubt; inactive = no such curve, though single readings can be large; an effect the other way counts as inactive or inconclusive.

Each structure is followed by: PLK1 PBD inh	PI5P4K alpha inh	WRN helicase inh	IL2 activator	D3 ag	D3 antag	HEK293 tox	GLP1R inv ag	GLP-1R agonist
1: CCCCn1c(N)c(N(CCC(C)C)C(=O)c2c(C)noc2C)c(=O)[nH]c1=O
    -0.2%	-3.7	9.7%	-3.0	-1.1	12.4	9.3%	5.1%	-11.3%
2: CC(Nc1nc(-c2ccccc2O)nc2ccccc12)c1ccccc1 (stereo not given)
    -14.2%	14.4	3.4%	-4.6	-24.2	-4.1	9.9%	?	17.0%
3: CCOCCOC(=O)c1cccc(NC(=O)OCC)c1
    -4.2%	-2.7	-1.2%	2.5	0.6	5.6	-17.5%	4.6%	0.6%
4: COC1CCN(C(=O)c2ccc(OC3CCN(CCc4ccccc4)CC3)cc2)CC1
    -1.9%	0.0	-13.3%	-0.2	-9.9	2.6	-3.1%[7.66 µM]	-15.6%[7.66 µM]	5.9%
5: O=C(Cn1c(=O)[nH]c2ccccc2c1=O)Nc1ccc2c(c1)OCCO2
    -7.8%	-4.2	4.7%	0.3	-5.4	-20.3	-1.5%	-11.4%	-0.2%
6: CCN(CC)C(=O)NC1CC2CCCC(C1)N2Cc1ccccc1 (stereo not given)
    ?	-0.4	-4.7%	1.8	-11.0	-65.3*	-7.1%	6.8%	-0.2%
7: C=CCN(C(=O)c1csnn1)C(C(=O)NC1CCCC1)c1c(F)cccc1Cl (stereo not given)
    -0.5%	-20.1	-4.1%	-0.7	-9.2	-17.3	-1.9%	4.1%	0.6%
8: CC(C)(C)NC(=O)C(c1cccs1)N(C(=O)c1csnn1)c1cccc(F)c1 (stereo not given)
    3.3%	7.3	-0.6%	1.0	-0.8	7.6	1.0%	7.8%	-2.3%
9: Cc1cccc(NC(=O)N2CCN(Cc3ccc4c(c3)OCO4)CC2)c1C
    -7.7%	-1.0	-0.7%	0.9	-1.8	-11.7	-7.1%	?	10.5%
10: COC(=O)c1ccc(C(=O)OC)c(NC(=O)COc2ccccc2OC)c1
    ?	-13.3	-2.9%	-1.1	7.1	-6.7	0.5%	-0.4%	6.5%
11: CCN1C(Nc2ccccc2)=NC[C@@H]1CC(C)C
    1.2%	-2.9	-2.6%	-2.9	8.9	1.3	-26.9%	-6.3%	0.9%
12: O=C(CS(=O)c1ccc(Br)cc1)N1CCOCC1 (stereo not given)
    -11.0%	1.9	4.0%	0.5	-4.1	2.7	-16.0%	13.7%	8.1%
13: O=C(Nc1ccc(S(=O)(=O)N2CCc3ccccc3C2)cc1)C1CCCO1 (stereo not given)
    -5.8%	nt	-1.8%	2.5	1.4	24.5	-1.0%	?	0.1%
14: CCCn1c2ccccc2c2nnc(SCC(=O)OCC)nc21
    -1.4%	-0.3	-2.2%	-0.4	7.2	0.0	66.0%[activator]	34.9%[activator]	2.4%
15: CCOC(=O)C(NC(=O)CC)(Nc1ccc(S(=O)(=O)Nc2ncccn2)cc1)C(F)(F)F (stereo not given)
    -7.2%	nt	8.1%	0.2	-1.8	-9.3	8.6%	1.3%	-7.4%
16: CCN(CC)C(=O)CCc1nnc(CCc2c[nH]c3ccccc23)o1
    -0.5%	-13.6	3.9%	-0.3	-3.6	-13.1	-4.4%	-7.2%	4.3%
17: CCOc1ccc(C(=O)C(C)OC(=O)Cn2cnc3c2c(=O)n(C)c(=O)n3C)cc1 (stereo not given)
    2.9%	0.5	6.2%	-4.3	17.0	17.4	-8.3%	22.4%	13.7%
18: NC(=O)c1ccsc1NC(=O)CSc1ccccc1F
    -12.5%	nt	3.1%	-1.9	3.1	-8.8	3.6%	5.6%	-4.1%
19: COC(=O)[C@H](CCSC)NC(=O)Nc1cc(C)ccc1C
    -0.6%	1.9	11.2%	0.7	-0.3	13.1	-3.3%	0.4%	0.0%
20: CCCCOc1ccc(C(=O)N/C(=C\c2cccc([N+](=O)[O-])c2)C(=O)OCc2ccco2)cc1
    -3.3%	3.5	0.3%	0.6	1.4	11.6	-5.2%	-6.5%	8.0%
21: Nc1ccn(Cc2ccccc2F)n1
    4.4%	1.1	0.2%	1.1	0.4	-1.7	5.3%	8.5%	3.1%
22: Cc1ccc(C(C)C)c(OCC(=O)Nc2ccc3c(c2)nc(CCN2CCCCC2)n3C)c1
    -5.8%	2.7	1.1%	-3.5	-20.8	?	-15.9%	8.91µM*	16.9%
23: COCCNC(=O)C(c1ccc(C)cc1)N(C(=O)CCC(=O)Nc1ccccn1)c1ccc(F)cc1 (stereo not given)
    6.5%	5.9	7.9%	0.5	-6.1	3.2	1.1%	-11.2%	6.1%
24: Cc1ccc(C(C(=O)NCc2ccc(F)cc2)N(Cc2ccco2)C(=O)c2snc(C(N)=O)c2N)o1 (stereo not given)
    -6.4%	-1.0	-4.3%[57.1 µM]	-0.6	15.4	57.2	-17.8%	?	10.6%
25: CN(Cc1ccccc1)C(=O)CN1C(=O)NC(C)(c2ccc(C(C)(C)C)cc2)C1=O (stereo not given)
    4.2%	-6.6	-0.2%[57.1 µM]	-0.9	6.8	-2.5	-4.6%	?	14.5%
26: O=[N+]([O-])c1ccc(C=NN2CCCCCC2)cc1
    2.5%	1.9	-23.7%	-0.8	3.0	-26.1	7.9%	11.2µM*	3.9%
27: O=C(O)c1ccc(NS(=O)(=O)c2cc(Cl)ccc2Cl)cc1O
    -10.4%	-8.9	-4.2%	0.7	2.7	?	-5.5%	7.1%	-6.4%
28: COc1ccc(COC(=O)C2=C(C)NC(=O)NC2c2cccc(Br)c2)cc1 (stereo not given)
    5.7%	-1.6	-2.4%	2.1	11.6	37.2	-4.5%	6.6%	5.0%
29: Cc1cccc(OCCCN2C(=O)C(=O)c3cc(C)ccc32)c1
    ?	0.4	-13.4%	-2.6	-10.7	?	-14.9%	?	11.6%
30: CNC(=S)N1CCc2cc(OC)c(OC)cc2C1COc1ccc(OC)cc1 (stereo not given)
    -10.8%	-16.1	-29.2%	-3.0	-9.0	-8.0	19.7%	18.4%	25.8%

(next part)
Each structure is followed by: PLK1 PBD inh	PI5P4K alpha inh	WRN helicase inh	IL2 activator	D3 ag	D3 antag	HEK293 tox	GLP1R inv ag	GLP-1R agonist
31: CC(OC(=O)CCc1ccccc1)C(=O)Nc1ccc(Cl)cn1 (stereo not given)
    -6.3%	0.7	-0.4%	-4.3	-1.0	?	-10.1%	-6.8%	-0.2%
32: Cc1ccc(CSc2ccc(C(=O)N3CCOCC3)cc2[N+](=O)[O-])cc1
    -4.0%	0.1	2.0%	-2.1	1.1	-7.3	1.9%	2.6%	0.2%
33: CCOC(=O)N1CCN(CC(=O)Nc2nc3ccc(OC)cc3s2)CC1
    6.1%	13.8	2.3%	1.4	-4.5	5.8	3.4%	17.8%	-1.8%
34: CCSc1nnc(NC(=O)CSc2ncccn2)s1
    -8.3%	-5.2	0.5%	-0.1	-4.7	-17.8	-12.6%	9.4%	-0.9%
35: O=C(Cn1nnc(-c2ccc(Cl)cc2)n1)NC1CCS(=O)(=O)C1 (stereo not given)
    -3.9%	10.4	2.7%	0.2	0.6	9.5	0.6%	6.2%	-3.0%
36: Cc1cccc(C(=O)NCCNC(=O)c2cccnc2)c1
    -4.5%	-0.7	5.3%	-0.7	-0.3	13.9	0.9%	3.8%	-0.4%
37: CNC(=S)Nn1cnc2ccccc21
    -6.2%	2.2	-12.6%	1.4	0.6	6.0	0.7%	4.1%	-1.5%
38: CC(C)(C)N1CC(COc2ccccc2)OC1=O (stereo not given)
    -5.0%	0.3	2.4%	-2.3	3.8	-12.5	7.0%	2.7%	5.0%
39: O=C(CCC(=O)OCC(=O)c1cccc([N+](=O)[O-])c1)Nc1ccccc1Cl
    2.0%	nt	-3.7%	0.4	-13.6	24.4	-3.4%	3.4%	-0.4%
40: COc1ccccc1-c1c(-c2ccc(OCC(=O)NN)cc2O)n[nH]c1C(F)(F)F
    0.1%	0.5	4.2%	0.1	2.1	1.8	1.3%	-29.1%	-3.7%
41: CCc1c(C)n([O-])c2c([n+]1=O)CCC2
    -11.3%	11.8	-13.5%	0.8	-2.2	-7.6	1.2%	6.7%	-19.2%
42: C=CCNC(=O)c1c(C(F)(F)F)nn(C)c1Cl
    -5.5%	-0.4	4.1%	-0.2	-2.5	13.9	-6.4%	0.4%	2.0%
43: COc1cccc(CNC(=O)CCCc2nnc3n(C)c(=O)c4sccc4n23)c1
    3.2%	6.0	3.8%	1.3	0.8	-6.0	-3.9%	19.1%	-3.0%
44: Cc1cc(C)n(C(=O)CCCC(=O)n2nc(C)cc2C)n1
    1.1%	-4.5	7.6%	0.1	2.1	9.0	9.1%	0.3%	-12.2%
45: CC1(C)Cc2ccccc2C(N/N=C/c2cccc(F)c2)=N1
    ?	-8.9	-0.9%	-2.3	-7.9	-21.3	-20.3%	-16.1%	21.6%
